Assay outcomes (PubChem)
mABHD4 FP: inhibits mouse alpha/beta hydrolase domain 4; Q8VD66; purified mABHD4, FP-Rh probe fluorescence polarization; inhibition, % at 8.92 µM; hit rate 0.54% among 370,000; AID 720543;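 active = inhibition exceeding the mean over every tested compound plus 3 SD, cut at about 30% in these data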;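 also: 0% = plate median of compound wells and 100% = S159A mutant with DMSO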
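Test system: mABHD4 protein | Buffer or medium: HEPES pH 7.0 buffer, 150 mM NaCl, 0.01% Pluronic F-127 | Probe or stimulus: FP-Rh fluorescent activity-based probe, added after compound pre-incubation | Timing: Pre-incubation 45 min, probe exposure 60 min, at 25 °C | Technique: Fluorescence polarization, excitation 525 nm, emission 598 nm, BODIPY TMR filters | Repeats: Single well per compound (singlicate)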
LEDGF integ inh: blocks HIV-1 LEDGF/p75-dependent DNA integration; TR-FRET IN-LEDGF/p75 DNA integration, Eu/Cy5; inhibition, % at 3.7 µM; hit rate 0.64% among 370,000;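 active = inhibition above the screen-wide mean plus 3 SD, cut at about 13% in these data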;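 also: signal is the Cy5 over europium emission ratio at 671 and 618 nm; 0% = plate median of compound wells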
UHRF1 binding: UHRF1 methyl-DNA binding inhibition. Q96T88. UHRF1 binding to methylated oligo, TR-FRET. inhibition, % at 4.4 µM. hit rate 0.75% among 370,000. AID 687016; in the data active = inhibition above about 21%;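 also: UHRF1 SRA domain binding a hemimethylated CpG hairpin DNA probe; 0% = median of test compound wells and 100% = reference inhibitor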
PRMT1 FP inh: PRMT1 (human) inhibition, primary screen; hit rate 1.3% among 370,000; AID 652257; Q99873; recombinant PRMT1, activity-based probe fluorescence polarization; inhibition, % at 2.79 µM;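 active = inhibition above about 21% made by adding two undisclosed values, limit read from the data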
Target sequence (Q99873 whole entry, looked up): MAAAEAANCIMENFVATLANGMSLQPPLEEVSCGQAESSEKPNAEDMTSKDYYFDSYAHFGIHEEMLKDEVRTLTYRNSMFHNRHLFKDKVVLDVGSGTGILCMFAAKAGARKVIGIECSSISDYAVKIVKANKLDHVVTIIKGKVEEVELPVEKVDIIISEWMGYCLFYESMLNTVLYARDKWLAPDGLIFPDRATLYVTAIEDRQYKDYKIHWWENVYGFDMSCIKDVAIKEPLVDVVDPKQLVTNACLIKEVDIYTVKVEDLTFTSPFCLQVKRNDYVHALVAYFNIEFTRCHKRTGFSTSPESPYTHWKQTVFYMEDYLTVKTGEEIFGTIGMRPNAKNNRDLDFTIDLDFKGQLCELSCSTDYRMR
TCR-CD3 inh: blocks the human TCR-CD3 interaction | inhibition, % at 9.4 µM | TAMRA-labeled TCR probe fluorescence, biochemical | hit rate 0.37% among 360,000; in the data active = inhibition above about 19%;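 also: recombinant mutant TCR 2C K166C tagged with TAMRA read by polarization; 0% = receptor in buffer alone and 100% = receptor with positive control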
rCAG RNA binder: r(CAG) repeat RNA binding; hit rate 1.3% among 370,000; inhibition, % at 3 µM; TO-PRO-1 dye displacement fluorescence;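 active = inhibition above the plate cutoff, the mean of all test compounds on that plate plus 3 SD, cut at about 35% in these data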;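 also: 0% = DMSO alone and 100% = 100 µM mitoxantrone as full dye displacement; higher means more dye released from RNA so lower well fluorescence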
PG9 binder: binds the HIV-1 gp120 antibody PG9; hit rate 0.43% among 360,000; TR-FRET gp120-PG9 antibody binding; inhibition, % at 6.7 µM; in the data active = inhibition above about 8.5%
MBD2 inh: blocks human MBD2 binding to methylated DNA | Q9UBB5 | TR-FRET, MBD2 binding to methylated oligonucleotide | inhibition, % at 4.4 µM | hit rate 0.31% among 370,000 | AID 686964; in the data active = inhibition above about 13%
HTRA1 inh: blocks human HTRA1 serine peptidase; inhibition, % at 5.96 µM; hit rate 0.5% among 340,000; AID 504803; Q92743; recombinant HTRA1, FP-rhodamine activity-based probe, fluorescence polarization; in the data active = inhibition above about 36%;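 also: 0% = enzyme with DMSO and 100% = wells lacking enzyme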
Target sequence (Q92743 whole entry, looked up): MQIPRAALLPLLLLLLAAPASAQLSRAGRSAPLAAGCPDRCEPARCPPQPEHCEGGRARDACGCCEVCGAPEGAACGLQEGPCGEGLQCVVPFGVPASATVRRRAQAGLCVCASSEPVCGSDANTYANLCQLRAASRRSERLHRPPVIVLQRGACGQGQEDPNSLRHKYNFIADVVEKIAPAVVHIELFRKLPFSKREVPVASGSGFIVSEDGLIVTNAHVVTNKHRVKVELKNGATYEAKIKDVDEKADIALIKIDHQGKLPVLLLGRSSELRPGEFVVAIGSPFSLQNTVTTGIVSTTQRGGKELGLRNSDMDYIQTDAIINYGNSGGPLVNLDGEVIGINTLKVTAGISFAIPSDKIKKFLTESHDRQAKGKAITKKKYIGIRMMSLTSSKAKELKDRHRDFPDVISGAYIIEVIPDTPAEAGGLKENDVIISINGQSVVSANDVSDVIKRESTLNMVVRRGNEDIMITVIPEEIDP
NR1D1 modulator: Rev-erb alpha (human) modulation | hit rate 0.79% among 370,000 | P20393 | Rev-erbα–FITC-DNA binding, fluorescence polarization, 90 min | activity, % at 10 µM;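 active = activity above about 14%, limit read from the data; passing the limit was not always enough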;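 also: 0% = DMSO wells with 35 nM protein and 100% = DMSO wells with 750 nM protein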
Active calls of the source: *; . = no result given. This is a subset (hit frequency here may not be typical).

No.	canonical_smiles	rCAG RNA binder	HTRA1 inh	mABHD4 FP	PRMT1 FP inh	TCR-CD3 inh	PG9 binder	NR1D1 modulator	LEDGF integ inh	UHRF1 binding	MBD2 inh
1	CCc1noc(C)c1C(=O)N1CCN(S(=O)(=O)c2c(C)c(C)cc(C)c2C)CC1	-4	-2	2	-4	3	-0.5	1	5	2	3
2	CCCc1[nH]nc2c1C(c1cccc(OC)c1)C(C#N)=C(N)O2 (configuration not stated)	-1	-3	6	0	7	1.8	-1	-5	-5	-11
3	CCCc1nnc(SCC(=O)N2C(C)CCCC2C)n1CCCOC (configuration not stated)	-5	1	-4	-3	3	0.8	3	1	-1	-5
4	Cc1cccc([C@@H]2[C@@H]3C(=O)N(Cc4ccccc4)C(=O)[C@@H]3[C@]3(Cc4ccc(Cl)cc4)C(=O)N(c4ccc(Br)cc4)C(=O)N23)c1	23	-49	-10	-3	6	0.0	-2	1	0	2
5	COc1ccccc1CN1CCC(n2nccc2NC(=O)CCOc2ccccc2)CC1	-9	0	-6	0	1	0.1	4	-2	0	-2
6	CC(NC(=O)c1ccc(CS(C)(=O)=O)cc1)c1ccc(-n2ccnc2)cc1 (configuration not stated)	-1	2	-4	-1	10	2.8	3	1	-2	1
7	COc1cc(F)ccc1CN1CCC(C(=O)Nc2ccc(Oc3ccccc3)nc2)CC1	-6	-4	-9	-3	2	-0.2	-3	0	-2	2
8	NC(=O)c1nsc(C(=O)N(Cc2ccco2)C(C(=O)NCc2ccccc2)c2ccc(O)cc2)c1N (configuration not stated)	5	-8	-5	-1	-2	2.5	6	1	-1	-1
9	C[N+](C)(C)CCN(Cc1ccc(Cl)cc1)c1ccccn1	-4	5	-4	-1	-3	0.3	0	0	1	-1
10	CCOC(=O)c1[nH]c(C)c(/C(O)=C2\C(=O)C(=O)N(CCCN3CCOCC3)C2c2cccs2)c1C (configuration not stated)	2	2	1	-5	0	1.6	6	5	-1	-3
11	CC(=O)c1c(C)[nH]c(C(=O)OCc2cc(=O)n3cc(Br)ccc3n2)c1C	9	7	-1	0	4	-1.3	-9	-1	-1	-3
12	CCN(CC(=O)NC1CCS(=O)(=O)C1)S(=O)(=O)c1cc(C)ccc1C (configuration not stated)	1	2	-1	-6	-3	-2.5	11	1	0	-4
13	Cc1c(C(=O)N2CCCC2)sc(NC(=O)c2ccccc2)c1C#N	9	2	4	2	-4	-1.7	-7	-3	2	1
14	COc1ccc(C(=O)N=S2CCN(C(=O)c3ccc(Cl)cc3)CC2)cc1	-6	.	3	1	2	-2.3	-2	-7	20	6
15	COc1ccc(C)cc1-n1nnnc1SCC(=O)c1ccc2c(c1)OCCO2	0	-9	-10	-1	1	-0.9	12	-5	-2	0
16	C/C(N)=C(/C#N)C(=O)CSc1nc2ccccc2c(=O)n1Cc1ccc(F)cc1	10	-12	2	3	5	-0.8	-20	1	7	5
17	O=C(O)C(NC(=O)C1CCCN1C(=O)OCc1ccccc1)c1ccccc1 (configuration not stated)	1	1	8	4	-7	-0.8	1	-6	3	3
18	COc1ccc(CNC(=O)CN(Cc2ccc(F)cc2)C(=O)CCC(=O)Nc2nccs2)cc1	0	3	0	-2	3	-1.2	1	3	-1	-1
19	COc1cc(OC)cc(C(=O)NCCCNC(=O)c2ccccn2)c1	-6	4	1	4	-7	-1.2	-4	-2	5	2
20	CCCCn1cnc2c1c(=O)n(CC(=O)c1cc(C)n(C)c1C)c(=O)n2CC(C)C	-13	-2	-2	1	2	-2.1	-7	1	-1	1
21	CC(=O)c1ccc(N2CCN(CC(=O)N(CC(C)C)c3c(N)n(CC(C)C)c(=O)[nH]c3=O)CC2)cc1	-3	8	-1	1	0	-0.3	-10	-4	0	-7
22	COc1nnc(-c2ccc(N3CCCCC3)c(NC(=O)C3CCCCC3)c2)c2ccccc12	0	-5	4	-1	9	1.1	10	2	-3	-5
23	Cc1ccc(S(=O)(=O)N2CCOCC2)cc1C(=O)OCC(=O)Nc1ccc2[nH]c(=O)[nH]c2c1	7	2	10	0	11	-0.4	-5	-12	4	1
24	C/C(=N\NC(=O)c1nn(C)cc1Cl)c1ccncc1	1	-2	3	-2	3	-0.3	-1	-3	-5	-12
25	O=[N+]([O-])c1cc(/C=N/NC(=S)Nc2ccccc2Cl)ccc1Cl	26	-12	-3	0	-3	0.6	2	5	0	-1
26	Cc1[nH]c2ccccc2c1N=Nc1c(C)n(C)n(-c2ccccc2)c1=O	-4	3	1	1	9	-7.3	1	0	-1	-3
27	CCCC[C@H]1COCCS(=O)(=O)N1Cc1ccc(Br)cc1	-6	-30	0	-3	5	-4.3	3	1	4	6
28	O=C(CCSCc1cccc(Cl)c1)NC1CCCC1	-6	0	-2	-3	6	-1.3	6	51*	1	1
29	COc1ccc2cc(S(=O)(=O)NC3CC(C)(C)NC(C)(C)C3)ccc2c1	0	0	0	1	-6	0.2	2	1	0	8
30	COc1ccc(NC(=O)C2C3C=CC4(CN(Cc5cccnc5)C(=O)C24)O3)c(OC)c1 (configuration not stated)	-4	5	9	-4	9	0.2	-1	1	0	-4
31	O=S(=O)(c1cc(Cl)c(Cl)cc1Cl)N1CCN2CCCC2C1 (configuration not stated)	-4	-4	-12	-1	-9	-2.5	0	1	6	-6
32	Cn1c(=O)c2cc(S(=O)(=O)NC(C(=O)Nc3cccnc3)c3ccccc3)ccc2n(C)c1=O (configuration not stated)	2	2	1	15	1	-1.4	-7	3	0	5
33	CCc1cc(-c2cnnn2CCc2c[nH]c3ccccc23)ccc1-c1cn(CC(C)C)nn1	2	-18	5	2	-2	-1.3	3	-2	1	0
34	COc1ccc(Cl)cc1-c1n[nH]c(=S)n1Cc1ccccc1	3	4	-14	5	-8	2.4	0	-1	4	6
35	Nc1[nH]n(-c2ccccc2)c(=O)c1N=Nc1ccc2ncsc2c1	19	36*	48*	23*	-6	-9.5	-2	-11	-10	-5
36	Cc1nnc(SCC(=O)NNC(=O)COc2ccc(Br)cc2)n1C	5	-3	3	4	-2	0.0	1	3	1	-3
37	C=CCNC(=O)Nc1ccc2nc(C)sc2c1	-1	0	3	-4	-1	-0.8	-2	4	-2	2
38	CC1=NNC(=O)C1CCC(=O)N/N=C/C(Br)=C/c1ccccc1 (configuration not stated)	15	2	10	7	-5	-4.2	-4	-2	2	-4
39	COc1ccc(Nc2ncnc3ccc(C)cc23)cc1	-5	-8	1	-2	-2	0.3	-3	-3	-4	-2
40	C[C@@H]1[C@H](c2ccccc2)OC(O)([C@H](Cc2ccccc2)NC(=O)OC(C)(C)C)CN1C (some centres not stated)	.	.	3	4	.	.	1	-3	2	1
41	Cc1ccc(CN2CCN(Cc3cccn3-c3ccccn3)CC2CCO)cc1 (configuration not stated)	-8	1	0	2	2	-3.4	-1	-1	9	-5
42	Cc1cc(C)n(-c2nc(NCCC(C)C)c3c4c(sc3n2)COC(C)(C)C4)n1	-2	-5	-2	-2	2	-0.1	1	-2	-2	2
43	O=C(NCCc1ccccc1)c1cccc(NC(=O)C2CCCCC2)c1	2	-1	-2	-4	6	-0.9	3	4	1	-3
44	O=C(CN(C(=O)c1ccco1)c1cccc(F)c1)NCc1ccc(F)cc1	-3	-2	-2	-2	5	-0.4	-6	4	0	3
45	O=C(CSc1nc2ccccc2[nH]1)c1ccco1	5	3	5	3	-1	-0.1	-3	1	-1	-4
46	Cc1ccc(NC(=O)c2ccc(OCc3c(C)noc3C)cc2)cc1C	-1	-33	-14	-2	-1	-2.4	-2	2	-2	4
47	Cn1nnnc1Sc1ncnc2scc(-c3ccc(F)cc3)c12	5	-21	2	4	-6	1.6	-1	-3	1	3
48	Cc1nn(Cc2ccccc2Cl)c2sc(C(=O)NC(C)(C)C)cc12	1	-34	-17	-3	7	0.6	2	0	0	5
49	CC(C)n1cc(CN2CCN(CCc3ccccc3)C(CCO)C2)cn1 (configuration not stated)	-3	-2	-8	-1	3	0.1	0	6	0	-6
50	CC1(C)CC(=O)C2=C(C1)OC(N)=C(C#N)C2c1ccc2c(c1)OCO2 (configuration not stated)	0	1	3	2	5	1.5	-4	-1	0	2

Copied from above, entries 26–31
No.	canonical_smiles	rCAG RNA binder	HTRA1 inh	mABHD4 FP	PRMT1 FP inh	TCR-CD3 inh	PG9 binder	NR1D1 modulator	LEDGF integ inh	UHRF1 binding	MBD2 inh
26	Cc1[nH]c2ccccc2c1N=Nc1c(C)n(C)n(-c2ccccc2)c1=O	-4	3	1	1	9	-7.3	1	0	-1	-3
27	CCCC[C@H]1COCCS(=O)(=O)N1Cc1ccc(Br)cc1	-6	-30	0	-3	5	-4.3	3	1	4	6
28	O=C(CCSCc1cccc(Cl)c1)NC1CCCC1	-6	0	-2	-3	6	-1.3	6	51*	1	1
29	COc1ccc2cc(S(=O)(=O)NC3CC(C)(C)NC(C)(C)C3)ccc2c1	0	0	0	1	-6	0.2	2	1	0	8
30	COc1ccc(NC(=O)C2C3C=CC4(CN(Cc5cccnc5)C(=O)C24)O3)c(OC)c1 (configuration not stated)	-4	5	9	-4	9	0.2	-1	1	0	-4
31	O=S(=O)(c1cc(Cl)c(Cl)cc1Cl)N1CCN2CCCC2C1 (configuration not stated)	-4	-4	-12	-1	-9	-2.5	0	1	6	-6

New compounds follow.
No.	canonical_smiles	rCAG RNA binder	HTRA1 inh	mABHD4 FP	PRMT1 FP inh	TCR-CD3 inh	PG9 binder	NR1D1 modulator	LEDGF integ inh	UHRF1 binding	MBD2 inh
51	COc1ccccc1S(=O)(=O)Cc1ccc(C(=O)NCc2ccc(C)cc2)o1	-1	-7	4	2	3	-0.4	2	-2	-1	4
52	Cc1cc(NC(=O)[C@H](C)NC(=O)c2ccco2)ccc1Br	-3	-3	-1	-2	6	0.5	-4	0	-4	3
53	CCOC(=O)N1CCN(c2nc(-c3cccc(OC)c3)cc(C(F)(F)F)n2)CC1	0	5	1	-3	-7	0.2	5	-1	-2	3
54	Cc1ccccc1NC(=O)NC1CCCCCCC1	-4	-8	4	-3	0	-2.1	-6	7	-3	-4
55	CCOc1ccc(S(=O)(=O)N2CCCCC2)cc1NC(=O)Cc1ccc(OC)cc1	4	-27	-10	-6	-8	1.3	5	3	2	1
56	CCCc1cc(=O)[nH]c(Nc2ccc(N3CCCCC3)cc2)n1	9	17	5	0	7	-2.5	-2	-1	-5	4

Five entries from above, screen by screen.
(44) O=C(CN(C(=O)c1ccco1)c1cccc(F)c1)NCc1ccc(F)cc1
(45) O=C(CSc1nc2ccccc2[nH]1)c1ccco1
(46) Cc1ccc(NC(=O)c2ccc(OCc3c(C)noc3C)cc2)cc1C
(47) Cn1nnnc1Sc1ncnc2scc(-c3ccc(F)cc3)c12
(48) Cc1nn(Cc2ccccc2Cl)c2sc(C(=O)NC(C)(C)C)cc12

assay / compound	44	45	46	47	48
rCAG RNA binder	-3	5	-1	5	1
HTRA1 inh	-2	3	-33	-21	-34
mABHD4 FP	-2	5	-14	2	-17
PRMT1 FP inh	-2	3	-2	4	-3
TCR-CD3 inh	5	-1	-1	-6	7
PG9 binder	-0.4	-0.1	-2.4	1.6	0.6
NR1D1 modulator	-6	-3	-2	-1	2
LEDGF integ inh	4	1	2	-3	0
UHRF1 binding	0	-1	-2	1	0
MBD2 inh	3	-4	4	3	5
